Gal4-VP16 FLuc = counter-screen for ROR gamma inhibitors: Gal4-VP16 reporter | Drosophila S2 Gal4-VP16 UAS-luciferase, luminescence, 20 h | Potency, µM (doses to about 53.6 µM), for the others: top-dose activity, negative = inhibition, hits mostly inhibitors | 3.5% of 310,000 active | AID 2546;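 also: Gal4-VP16 expression switched on by copper sulfate through the metallothionein promoter; potency is read from the fitted curve at half-maximal effect; % is scaled to controls: 0 for no effect and ±100 for the full control effect; nearly all actives have a fitted effect of over 50% in size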
RORgamma inh = ROR gamma (mouse) transcription inhibition; Drosophila S2 Gal4-RORgamma UAS-luciferase reporter, 20 h; Potency, µM (titrated, usually from 53.6 µM), for inactives: at the highest dose activity change, negative = inhibition, actives largely listed as inhibitors; 5.4% of 310,000 active; also: potency is read from the fitted curve at half-maximal effect; % is scaled to controls: 0 for no effect and ±100 for the full control effect; nearly all actives have a fitted effect of over 60% in size
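Stable Schneider cell line, Gal4 DNA-binding domain fused to ROR gamma, UAS-luciferase. Cmpd 1 hr RT → CuSO4 700 uM final → 20 hr RT → luciferase reagent 10 min → luminescence.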
ELG1 DNA repair = blocks ELG1-dependent DNA repair in HEK293T cells. AID 504467. HEK293T ELG1-luciferase reporter, luminescence, 16 h; DNA damage induced by 5-fluorouridine. Potency, µM (top dose mostly 46.1 µM), for the others: at the top dose activity change, negative = inhibition, hits mostly inhibitors. 2.3% of 330,000 active; also: potency is read from the fitted curve at half-maximal effect; % is scaled to controls: 0 for no effect and ±100 for the full control effect; nearly all actives have a fitted effect of over 55% in size
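Quantitative HTS, concentration-response format. 2,000 cells/well co-treated with 5-fluorouridine and compound, 16 hr in 5% CO2 at 37 °C; ONE-Glo luminescence read after 30 min.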
Menin MLL FP TR = inhibitors of human menin-MLL interaction, mutant MLL peptide | Potency, µM (series often up to 61.6 µM), for inactives: at the top dose FP activity change, negative = inhibition, usual class: inhibitors | AID 1768 | 0.23% of 270,000 active | O00255 | Menin + Texas Red MLL mutant peptide, fluorescence polarization; active = well fitted inhibition curve with a large enough effect in the polarisation, with a control signal flat, not every such curve was filed as active; inconclusive = small, poorly fitted or top-dose-only effect, or effect the other way, or a change in a side signal; inactive = no such curve, though single readings can be large or run the other way; the % refers to the polarisation; also: potency is read from the fitted curve at half-maximal effect; % of control where 0% means no effect; many of its hits are not listed in these tables
Rab9 prom act = activates the Rab9 promoter | 2.8% of 320,000 active | Potency, µM (highest dose often 9.22 µM), inactives show top-dose activation, negative = inhibition, most hits filed as activators | AID 485297 | Huh7 Rab9 promoter-luciferase reporter, luminescence, 24 h; also: potency is read from the fitted curve at half-maximal effect; % of control where 0% means no effect; nearly all actives have a fitted effect of over 60% in size
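Stable Rab9-luc Huh7, 1500 cells/well, 2 h settle; cmpd in DMSO, 24 h, 37 °C/5% CO2; luciferase reagent 10 min RT; luminescence.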
KCNH2 3.1 block = blocks the human KCNH2 3.1 channel isoform; U2OS KCNH2 3.1, thallium flux FluxOr; stronger effect = lower value; activity change, % (tested at about 1.8 µM); 0.95% of 340,000 active; AID 720553;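 active = maximum activity change below -70%; inconclusive = maximum activity change from -70% to -50%; inactive = maximum activity change above -50%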;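 also: thallium influx rate constant from kinetic fluorescence after stimulation buffer; % is scaled to controls: 0 for no effect and ±100 for the full control effect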
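Virally transduced U2OS (3.1 isoform, 4 h infection in dark at RT) → overnight 37 C → FluxOr + Red40 in HBSS/HEPES, 45 min → stimulation buffer, 2 min kinetic read → rate constant vs DMSO controls.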
Mito fusion yeast = blocks mitochondrial division or promotes mitochondrial fusion | S. cerevisiae fusion-defective mutant growth rescue, CellTiterGlo 48 h | Potency, µM (series often up to 46.1 µM), for inactives: at the top dose growth rescue (activation), actives largely listed as activators | 0.23% of 320,000 active;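 also: potency is read from the fitted curve at half-maximal effect; % of control where 0% means no effect; nearly all actives have a fitted effect of over 45% in size; temperature-sensitive fusion mutants such as fzo1-1 at 37 °C on non-fermentable ethanol glycerol medium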
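Read-out: ATP-based luminescence (CellTiterGlo, 10 min ambient) reporting growth of fusion-defective ts yeast after 48 hours at 37C on glycerol/ethanol YPEG medium in the presence of compound.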
FLuc modulator = firefly luciferase modulation, counter-screen for miR-21 project; purified FLuc, Km substrates, luminescence inhibition; Potency, µM (titrated, usually from 57.5 µM), for inactives: at the top dose activity change, negative = inhibition, actives largely listed as inhibitors; 6.9% of 360,000 active; AID 588342;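 also: potency is read from the fitted curve at half-maximal effect; plate controls were vehicle for no effect and reference inhibitor for full effect; nearly all actives have a fitted effect of over 55% in size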
Target sequence (P08659 whole entry, looked up): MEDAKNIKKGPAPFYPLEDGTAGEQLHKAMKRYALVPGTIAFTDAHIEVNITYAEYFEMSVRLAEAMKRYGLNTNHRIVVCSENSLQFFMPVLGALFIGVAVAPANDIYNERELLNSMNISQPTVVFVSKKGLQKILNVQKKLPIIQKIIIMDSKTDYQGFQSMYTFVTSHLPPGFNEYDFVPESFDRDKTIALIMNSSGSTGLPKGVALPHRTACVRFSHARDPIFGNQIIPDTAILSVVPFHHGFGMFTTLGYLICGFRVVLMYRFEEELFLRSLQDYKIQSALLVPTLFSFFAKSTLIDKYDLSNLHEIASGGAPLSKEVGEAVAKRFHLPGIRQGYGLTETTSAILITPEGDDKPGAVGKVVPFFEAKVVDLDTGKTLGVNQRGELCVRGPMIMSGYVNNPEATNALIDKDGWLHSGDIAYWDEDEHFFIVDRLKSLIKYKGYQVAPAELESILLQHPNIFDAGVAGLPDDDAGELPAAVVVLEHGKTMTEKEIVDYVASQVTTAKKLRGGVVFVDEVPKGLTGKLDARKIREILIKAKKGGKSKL
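Purified P. pyralis luciferase (10nM final) with 10uM D-luciferin and 10uM ATP (Km levels) in 50mM Tris acetate pH 7.5, 10mM Mg acetate, 0.01% Tween-20, 0.05% BSA; qHTS 6-point titration, ~60 µM downward; luminescence read.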
PKM2 activator = activators of human pyruvate kinase M2 | Potency, µM (highest dose often 57.5 µM), without a hit: at the highest dose activation, actives largely listed as activators | purified PKM2, Kinase-Glo ATP luminescence, activation; response scale: 0% is enzyme alone, no compound | AID 1631 | 0.34% of 260,000 active | P14618; also: potency is read from the fitted curve at half-maximal effect; % is scaled to controls: 0 for no effect and ±100 for the full control effect; nearly all actives have a fitted effect of over 55% in size
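Purified hPK-M2 (>95% pure) converted ADP (0.1 mM final) to ATP with 0.5 mM PEP in 50 mM imidazole pH7.2, KCl, MgCl2, Tween 20, BSA; 1 h at room temperature. ATP detected by Kinase-Glo luminescence.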
NPC1 promoter act = activators of NPC1 promoter; Huh7 NPC1 promoter luciferase reporter, 24 h; Potency, µM (doses to about 9.22 µM), inactives show at the highest dose activation, most hits filed as activators; 2.4% of 320,000 active; AID 485313;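 also: potency is read from the fitted curve at half-maximal effect; % of control where 0% means no effect; nearly all actives have a fitted effect of over 60% in size; reporter is driven by a mutant NPC1 promoter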
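Compounds in DMSO were transferred onto Huh7 NPC1-luciferase reporter cells pre-incubated 2 h; after 24 h at 37 °C, Amplite reagent was dispensed and luminescence recorded 10 min later.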
MBNL1-CUG inh = MBNL1-poly(CUG) RNA binding inhibition; TR-FRET MBNL1-His/biotin-(CUG)12 binding, 665/545 ratio; Potency, µM (highest dose often 57.5 µM), without a hit: at the top dose activity change, negative = inhibition, usual class: inhibitors; 0.036% of 280,000 active; active = well fitted inhibition curve with a large enough effect in the signal ratio, with a control signal flat, not every such curve was filed as active; inconclusive = small, poorly fitted or top-dose-only effect, or effect the other way, or a change in a side signal; inactive = no such curve, though single readings can be large or run the other way; the % refers to the signal ratio; also: potency is read from the fitted curve at half-maximal effect; % is scaled to controls: 0 for no effect and ±100 for the full control effect
Target sequence (Q9NR56 whole entry, looked up): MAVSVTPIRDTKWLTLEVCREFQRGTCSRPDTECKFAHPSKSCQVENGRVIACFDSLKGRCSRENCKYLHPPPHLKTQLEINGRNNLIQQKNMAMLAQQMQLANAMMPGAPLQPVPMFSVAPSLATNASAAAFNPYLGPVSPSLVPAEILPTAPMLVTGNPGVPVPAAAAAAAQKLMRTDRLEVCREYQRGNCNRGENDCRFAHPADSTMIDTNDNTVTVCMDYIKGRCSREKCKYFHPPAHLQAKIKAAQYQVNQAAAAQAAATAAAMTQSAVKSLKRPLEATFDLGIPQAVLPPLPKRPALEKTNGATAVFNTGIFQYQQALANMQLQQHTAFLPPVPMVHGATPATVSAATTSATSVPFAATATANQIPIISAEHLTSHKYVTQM
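Inhibition of protein-RNA binding appears as loss of TR-FRET between terbium anti-His antibody on MBNL1-His and streptavidin-XL665 on biotin-(CUG)12. Activity is normalized to buffer-only and uninhibited-complex controls.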
* hit, by the source's call; ? = inconclusive; / = not tested or not shown; [ ] = dose if it differs, or a comment. Unless noted, calls follow the shape of the dose curve; as a rule, active = well fitted curve in the direction sought with a large enough effect; inconclusive = small, poorly fitted or top-dose-only effect, or another doubt; inactive = no such curve, though single readings can be large; an effect the other way counts as inactive or inconclusive.

SMILES	Gal4-VP16 FLuc	RORgamma inh	ELG1 DNA repair	Menin MLL FP TR	Rab9 prom act	KCNH2 3.1 block	Mito fusion yeast	FLuc modulator	PKM2 activator	NPC1 promoter act	MBNL1-CUG inh
Cc1cccc2c(C(=O)O)cc(-c3cccnc3)nc12	-2%	5%	14%	7%	-4%	-1	-6%	?	0%	-6%	7%
COCCNC(=O)c1cc2c(s1)-c1ccc(Cl)cc1SC2	?	9%	?	43%[activator]	2.2µM*	6	24%	6µM*	/	2.5µM*	24%
CCOc1cc(C(=O)Oc2cc(C)[nH]c(=O)c2[N+](=O)[O-])cc(OCC)c1OCC	0%	1%	3%	/	-3%	21	2%	0%	/	-4%	-17%
CC(CNC(=O)c1cccs1)c1ccc([N+](=O)[O-])cc1 (centres undefined)	4%	?	-7%	20%	-2%	12	1%	-3%	-6%	-3%	?
Cc1cccc(-n2c(N)cc(=O)nc2SCC(=O)Nc2nnc(CC(C)C)s2)c1	3%	-22%	15%	4%	4%	/	0%	2%	-3%	2%	-1%
Cc1cc(C)nc(N/N=C/c2ccccc2OCC(=O)O)n1	-6%	-24%	1%	?	2%[1.84 µM]	4	-2%	?	/	0%	12%
Cn1c(CCNC(=O)c2cccs2)n[nH]c1=S	5%	6%	?	10%	2%	9	-5%	-2%	0%	-4%	-11%
CCn1c(CNC(=O)C2CCCCC2)cc2ccccc21	-8%	-1%	-6%	15%	-4%	10	1%	4%	-5%[11.5 µM]	-6%	-9%
CCOC(=O)n1c(=O)oc2cc(S(=O)(=O)N3CCOCC3)ccc21	-2%	34%	-7%	-1%	9%	-4	1%	2%	3%	1%	8%
N/C(=N\OC(=O)Oc1ccccc1)c1ccc(Br)cc1	10%	12%	9%	5%	2%	8	-2%	?	-10%	1%	2%
CCOC(=O)/C(C#N)=C/c1cn(CCOc2ccc(OC)cc2)c2ccccc12	-8%	24%	12µM*	1%	-2%	-15	8%	1%	-8%	0%	8%
COc1ccc(CNC(=O)c2cccc3c2C(=O)N(CC2CCCO2)C3)cc1 (centres undefined)	5%	5%	-10%	-2%	1%	-13	0%	-1%	2%	1%	0%
O=C(Cc1ccc(Cl)cc1)NC1CCS(=O)(=O)C1 (centres undefined)	/	/	3%	12%	3%	-6	1%	0%	-1%	-2%	4%
CCC(C)N(C(=O)CSc1nnc(C)n1C)C1CCS(=O)(=O)C1 (centres undefined)	/	/	0%	/	-1%	-4	-7%	-1%	/	-1%	/
COc1ccc(OCc2nnc(SCC(=O)N3CCCCC3)o2)cc1	4%	25%	-3%	0%	7%	0	0%	5%	0%	-3%	-3%
CCC(C)[C@H](NC(=O)C1CC(=O)N(c2ccc3c(c2)OCCO3)C1)C(=O)NC1CCCC1 (some centres undefined)	-8%	-13%	-2%	-1%	4%	-5	-5%	-3%	-4%	-4%	7%
COC(=O)c1[nH]c2ccc(C)cc2c1NS(=O)(=O)c1ccc(F)c(C)c1	8%	-2%	6%	?	4%	-14	0%	1%	23%	1%	19%
COC(=O)c1ccsc1NC(=O)c1ccc2c(c1)OCCO2	-5%	4%	?	/	17%	-14	5%	19µM*	-8%	-1%	4%
COc1ccc(NS(=O)(=O)c2cccc(NC(=O)CNC(C)=O)c2)cc1	2%	1%	1%	/	-5%	-14	18%	-1%	0%	2%	-2%
Cn1nnc2c(sc3nc(N4CCOCC4)c4c(c32)CCCC4)c1=O	-4%	29%	-15%	8%	-3%	4	-1%	-1%	8%	-3%	2%
CC1CCCCC1NC(=O)CN1C(=O)NC(C)(c2cccc(Br)c2)C1=O (centres undefined)	/	/	5%	/	0%	20	0%	/	/	-1%	/
O=C(CCl)NC1(C(F)(F)F)C(=O)Nc2c1c(=O)[nH]c(=O)n2-c1ccccc1 (centres undefined)	-2%	-8%	-11%	/	-1%	5	1%	1%	0%	2%	1%
Cc1cc(NC(=O)CSc2nnnn2C2CCCC2)no1	9%	1%	8%	21%	-1%	6	0%	2%	?	-2%	-5%
O=C(NCc1ccc2c(c1)OCO2)c1nc(S(=O)(=O)Cc2ccccc2F)ncc1Cl	3.5µM*	7.1µM*	-12%	27%	-8%	2	-52%[inhibitor]	-19%	-1%[0.46 µM]	-20%	6%
CS(=O)(=O)N(CC(=O)Nc1ccc(Cl)c(Cl)c1)C1CCCCC1	?	-32%	?	?	3%	-1	0%	6%	0%	-1%	17%
Next part:
SMILES	Gal4-VP16 FLuc	RORgamma inh	ELG1 DNA repair	Menin MLL FP TR	Rab9 prom act	KCNH2 3.1 block	Mito fusion yeast	FLuc modulator	PKM2 activator	NPC1 promoter act	MBNL1-CUG inh
O=C(Nc1ccc(NC(=O)c2ccccc2Br)cc1)c1ccccc1	-10%	9%	?	?	16%	5	-3%	-5%	-1%	23%	2%
CCc1ccc(CN(C)C(=O)c2cc(COc3cccc4cnccc34)on2)cc1	?	-10%	?	-3%	-32%[inhibitor]	-19	8%	-2%	/	-28%	0%
CC(=O)Nc1nc(-c2ccc(Br)s2)cs1	-14%	19%	0%	-18%	24%	-5	1%	?	-3%	22%	16%
O=C(NC1CCCN(CCc2ccccc2)C1)C1CCCC1 (centres undefined)	1%	-29%	11%	0%	0%	6	-2%	0%	-2%[11.5 µM]	0%	2%
Cc1oc(-c2ccc(-c3ccccc3)cc2)nc1CN(CCO)C(C)C	?	7.9µM*	?	-1%	?	-13	-14%	11µM*	-4%	?	16%
COc1ccc(OC)c(/C=C2\SC(=S)N(NS(=O)(=O)c3ccc(C)cc3)C2=O)c1	4%	-11%	-5%	?	0%[1.84 µM]	7	-2%	1%	/	-4%	0%
CCOc1ccc2c(c1)sc(=NC(=O)C1CC1)n2C	-4%	-1%	/	-9%	/	-2	12%	7.6µM*	-5%	/	-15%
CCCS(=O)(=O)N1CCC(C(=O)NCCN(C)Cc2ccccc2)CC1	-4%	-13%	0%	5%	3%	-1	-2%	10%	4%	0%	-4%
CCOC(=O)N1CCC(NC(=O)C2CCCN(C(=O)N3CCOc4ccccc43)C2)CC1 (centres undefined)	9%	11%	-15%	-15%	-3%	-6	-3%	3%[2.3 µM]	-13%	-1%	6%
CSc1ccccc1NC(=O)CN(C)C(=O)CNc1ccc(C(F)(F)F)cc1[N+](=O)[O-]	/	/	3%	/	0%	-32	0%	-2%	/	-7%	/
O=C(NCc1cccs1)C(=O)c1cn(CC(=O)N2CCCC2)c2ccccc12	14%	?	-18%	13%	1%	-15	6%	-3%	10%	-1%	9%
O=C(Nc1cc(Cl)ccc1N1CCOCC1)c1ccc(N2CCCC2=O)cc1	/	/	-24%	/	0%	15	9%	5%	/	-3%	/
CN1CCc2c(sc3nc(SCC(=O)N4CCCCC4)n(-c4ccccc4)c(=O)c23)C1	1%	1%	-23%	/	0%	-11	1%	1%	/	-1%	23%
COc1cc(/C=C(\C#N)c2nc3ccccc3[nH]2)ccc1OC(=O)c1ccco1	?	39%	?	-21%	?	-6	-1%	0.95µM*	1%	26%	32%[activator]

Single entries from the results shown:
Result of `O=C(Nc1ccc(NC(=O)c2ccccc2Br)cc1)c1ccccc1` under Gal4-VP16 FLuc: -10%
Result of `O=C(NC1CCCN(CCc2ccccc2)C1)C1CCCC1` (centres undefined) under PKM2 activator: -2%[11.5 µM]
Result of `O=C(Nc1cc(Cl)ccc1N1CCOCC1)c1ccc(N2CCCC2=O)cc1` under Rab9 prom act: 0%
Result of `CCOc1ccc2c(c1)sc(=NC(=O)C1CC1)n2C` under KCNH2 3.1 block: -2

Two entries from above, with values under each structure:
Screens in order – Gal4-VP16 FLuc	RORgamma inh	ELG1 DNA repair	Menin MLL FP TR	Rab9 prom act	KCNH2 3.1 block	Mito fusion yeast	FLuc modulator	PKM2 activator	NPC1 promoter act	MBNL1-CUG inh
> CCCS(=O)(=O)N1CCC(C(=O)NCCN(C)Cc2ccccc2)CC1
 : -4%	-13%	0%	5%	3%	-1	-2%	10%	4%	0%	-4%
> CCOC(=O)N1CCC(NC(=O)C2CCCN(C(=O)N3CCOc4ccccc43)C2)CC1 (centres undefined)
 : 9%	11%	-15%	-15%	-3%	-6	-3%	3%[2.3 µM]	-13%	-1%	6%

These rows are one share of the data; the hit share may differ from the screen's.
